HIV Rev-RRE inh = HIV Rev-RRE protein-RNA interaction inhibition. 0.79% of 97,000 active. P05866. inhibition, % at 8 µM. Rev peptide-RRE RNA binding, FRET;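 active = inhibition above the screen-wide mean plus 3 SD, cut at about 35% in these data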;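 also: 0% = median DMSO wells and 100% = median Neomycin B control wells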
Target sequence (P05866 whole entry, looked up): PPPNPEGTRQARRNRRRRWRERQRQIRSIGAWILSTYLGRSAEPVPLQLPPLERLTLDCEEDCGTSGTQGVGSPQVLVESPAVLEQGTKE
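Probe or stimulus: fluorescein-Rev peptide as binding partner; assay system: Cy5-tagged RRE RNA duplex with fluorescein-tagged Rev peptide; timing: 5 min compound–RNA preincubation, then 15 min with peptide, 25 °C; medium: HEPES pH 7.5 buffer with KCl, MgCl2, NaCl and EDTA; signal: fluorescein-to-Cy5 FRET, 480 nm excitation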
CYP2C9 act = increases human cytochrome P450 2C9 activity | P11712 | recombinant CYP2C9, luciferin-H conversion, luminescence; active compounds read high; factor 1 = untreated enzyme, 0 = blocked | activation factor at 5 µM | 1.4% of 96,000 active;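 active = activation factor of 2 or more for CYP2C9 at a 5 µM dose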;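 also: 0 = sulfaphenazole-blocked wells and 1 = vehicle-only wells; values of inactives mirror those of a sister screen read the other way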
PTPN22 act = increases human PTPN22 phosphatase activity; activation, % at 2 µM; Q9Y2R2; recombinant LYP, DiFMUP fluorescence; 0 = plate median, 100 = signal doubled; AID 697; 0.11% of 96,000 active;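 active = activation at 2 µM above a set limit, the mean plus 5 SD, cut at about 37% in these data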
Target sequence (Q9Y2R2 whole entry, looked up): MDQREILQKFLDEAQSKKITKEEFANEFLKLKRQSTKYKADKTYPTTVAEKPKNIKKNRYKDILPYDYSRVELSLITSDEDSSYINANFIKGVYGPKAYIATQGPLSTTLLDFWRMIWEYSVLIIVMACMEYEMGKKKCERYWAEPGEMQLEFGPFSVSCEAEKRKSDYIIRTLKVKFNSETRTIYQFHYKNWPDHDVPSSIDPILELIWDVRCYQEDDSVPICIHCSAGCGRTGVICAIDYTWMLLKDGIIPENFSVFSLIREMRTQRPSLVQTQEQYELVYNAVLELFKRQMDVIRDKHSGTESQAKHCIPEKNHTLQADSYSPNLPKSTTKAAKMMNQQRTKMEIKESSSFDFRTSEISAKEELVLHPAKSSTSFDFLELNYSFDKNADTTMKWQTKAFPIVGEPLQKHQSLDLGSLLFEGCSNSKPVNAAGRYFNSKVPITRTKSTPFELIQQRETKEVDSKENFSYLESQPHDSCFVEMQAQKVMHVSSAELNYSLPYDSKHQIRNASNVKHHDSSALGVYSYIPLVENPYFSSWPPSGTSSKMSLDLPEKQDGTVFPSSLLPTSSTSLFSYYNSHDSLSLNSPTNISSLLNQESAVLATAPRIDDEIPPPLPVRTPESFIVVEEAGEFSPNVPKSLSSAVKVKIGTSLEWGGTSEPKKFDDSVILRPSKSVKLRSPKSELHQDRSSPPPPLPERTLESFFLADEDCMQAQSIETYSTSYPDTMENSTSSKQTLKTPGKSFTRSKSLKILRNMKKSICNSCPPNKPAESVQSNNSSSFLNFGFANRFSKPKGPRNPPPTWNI
PLK1 PBD inh = blocks phosphopeptide binding to human Plk1 polo box domain; 0.13% of 97,000 active; P53350; Plk1 PBD phosphopeptide binding, fluorescence polarization; inhibition, %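 (tested at about 20 µM)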; in the data active = inhibition above about 34%, passing the limit was not always enough
CYP2C9 inh = human CYP2C9 inhibition; 20% of 96,000 active; P11712; inhibition, % at 5 µM; CYP2C9 Supersomes, luciferin-H conversion, luminescence;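 active = blocking of liver enzyme CYP2C9 beyond about 50% at 5 µM, limit read from the data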; also: values of inactives mirror those of a sister screen read the other way
EphB4 ephrin blk = antagonists of human EphB4-ephrin-B2 interaction; P54760; EphB4 LBD / TNYL-RAW-Alexa532 peptide, fluorescence polarization; inhibition, % at 7 µM; 0.15% of 97,000 active; AID 720;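 active = inhibition above the screen-wide mean inhibition plus 3 SD, cut at about 15% in these data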;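 also: 0% = DMSO wells and 100% = excess unlabeled TNYL-RAW peptide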
LYP inh 2 = blocks human PTPN22 phosphatase activity; Q9Y2R2; recombinant LYP catalytic domain, DiFMUP fluorescence; inhibition, % at 2 µM; 0.21% of 96,000 active;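 active = inhibition at 2 µM at or above a set limit, the screen mean plus 3 SD, cut at about 24% in these data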;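 also: 0% = DMSO with enzyme and 100% = enzyme fully blocked by orthovanadate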
Calb biofilm kill = kills Candida albicans biofilms; C. albicans biofilm + clotrimazole, Alamar Blue; inhibition, % at 6 µM; 0.14% of 85,000 active;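 active = inhibition above 20%; inactive = inhibition below 20%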;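 also: preformed 24 hr biofilms exposed to compound for 48 hr; 0% = biofilm without compound and 100% = blank killed by clotrimazole plus chlorhexidine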
PLK1 kinase inh = blocks human PLK1 kinase activity; recombinant PLK1 kinase, TR-FRET peptide phosphorylation; 0.53% of 97,000 active; inhibition, % at 10 µM;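 active = inhibition of 50% or more in the single-concentration screen; inactive = inhibition below 50%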;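 also: 0% = DMSO max control and 100% = H-89 dihydrochloride min control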
Active calls of the source: *; . = no result given.

SMILES	HIV Rev-RRE inh	CYP2C9 act	PTPN22 act	PLK1 PBD inh	CYP2C9 inh	EphB4 ephrin blk	LYP inh 2	Calb biofilm kill	PLK1 kinase inh
Cc1nc(NC(=O)COC(=O)C(NC(=O)c2ccco2)C(C)C)c(Cl)cc1Cl (stereo not drawn)	5.5	0.8	3.4	-20.6	23.9	4.2	-6.8	3.1	-2.3
O=C(CSc1nnc(Cc2cccs2)n1-c1ccccc1)Nc1ccc2c(c1)OCCO2	3.2	0.1	10.4	-8.5	89.0*	-1.4	-14.6	4.5	-2.7
O=c1c2c3c(sc2nc2n1CCCC2)CCCC3	-4.0	.	0.5	-7.9	.	7.2	-0.8	3.8	-14.4
C=CCOc1cccc(C2C(C(=O)c3ccc(C)o3)=C(O)C(=O)N2Cc2ccncc2)c1 (stereo not drawn)	3.5	0.4	-12.9	-31.1	61.8*	-2.7	11.0	-1.9	-7.1
COc1ccc(S(=O)(=O)N(Cc2ccc(OC)c(OC)c2)Cc2ccco2)cc1	5.4	0.5	-9.5	-6.9	46.1	-4.7	7.1	-5.2	-4.0
Cc1nn(Cc2cccc(C(=O)N3N=C(C(F)F)CC3(O)C(F)F)c2)c(C)c1[N+](=O)[O-] (stereo not drawn)	8.5	0.1	-1.1	-21.6	85.3*	6.4	1.0	.	-5.0
CC(=O)c1cc2c(cc1NC(=O)CCNC(=O)c1ccccc1Cl)OCO2	5.3	0.3	-6.7	-35.1	73.9*	8.8	9.8	8.8	-7.3
CCOC(=O)CCn1cc(F)c(=O)n(Cc2ccccc2)c1=O	2.0	0.9	6.2	-2.3	11.3	9.5	-7.2	5.7	-10.5
O=C(OCn1ncc(Cl)c(Cl)c1=O)c1ccc(F)cc1	2.3	1.2	-12.8	8.8	-17.0	-2.1	15.1	.	3.7
Brc1ccc2ncnc(Nc3ccc(N4CCOCC4)cc3)c2c1	-1.4	1.1	4.0	2.5	-7.8	1.0	-0.5	8.7	4.1
CCn1c(Cc2ccccc2)nnc1SCC(=O)Nc1nnc(-c2ccccc2)s1	7.3	0.7	-4.3	4.2	29.6	-7.6	3.1	4.6	-58.1
COc1ccc(CCNC(=O)CSc2nc(N)c(C#N)c(-c3cccs3)c2C#N)cc1OC	8.3	0.6	-8.1	-8.9	36.0	2.2	7.2	8.9	-21.6

Profiles, quoted from the list:
C=CCOc1cccc(C2C(C(=O)c3ccc(C)o3)=C(O)C(=O)N2Cc2ccncc2)c1 (stereo not drawn) in the list: HIV Rev-RRE inh: 3.5; CYP2C9 act: 0.4; PTPN22 act: -12.9; PLK1 PBD inh: -31.1; CYP2C9 inh: 61.8*; EphB4 ephrin blk: -2.7; LYP inh 2: 11.0; Calb biofilm kill: -1.9; PLK1 kinase inh: -7.1
O=C(CSc1nnc(Cc2cccs2)n1-c1ccccc1)Nc1ccc2c(c1)OCCO2 in the list: HIV Rev-RRE inh: 3.2; CYP2C9 act: 0.1; PTPN22 act: 10.4; PLK1 PBD inh: -8.5; CYP2C9 inh: 89.0*; EphB4 ephrin blk: -1.4; LYP inh 2: -14.6; Calb biofilm kill: 4.5; PLK1 kinase inh: -2.7

Later entries:
SMILES	HIV Rev-RRE inh	CYP2C9 act	PTPN22 act	PLK1 PBD inh	CYP2C9 inh	EphB4 ephrin blk	LYP inh 2	Calb biofilm kill	PLK1 kinase inh
COc1cccc(-n2c(SC)nnc2-c2c[nH]c3ccccc23)c1	9.7	0.7	-3.2	1.9	33.6	-9.0	0.1	5.8	-10.5
Cc1cc(C)n(-c2cccc(Cl)c2)c(=O)c1C#N	3.8	0.9	0.3	27.5	13.1	-5.5	-2.6	0.4	-1.6
N#CC12C(N)=NC3(OCCO3)C1(C#N)C1=C(CCC1)NC2c1ccccc1 (stereo not drawn)	11.2	0.8	-1.7	17.4	21.1	-9.2	0.8	3.5	-8.5
Cc1cccc(OCC(=O)OCC(=O)c2c(N)n(C)c(=O)n(C)c2=O)c1	9.4	0.9	19.8	1.1	10.5	6.5	-21.6	-4.6	-10.0
Cn1c2ccccc2c2ncn(CCCN3CCOCC3)c(=O)c21	-4.6	1.1	8.7	7.4	-6.8	-8.4	-4.3	5.5	1.2
N#Cc1nc(COc2ccccc2)oc1N1CCCCC1	6.6	0.7	-13.1	20.5	34.3	-7.3	10.4	6.1	1.6
O=C(O)CCCC(=O)NS(=O)(=O)c1ccc(Cl)cc1	5.0	0.9	7.8	-6.1	11.7	0.4	-6.8	5.3	-11.4
Fc1cccc2sc(Nc3nnc(-c4ccccc4)o3)nc12	0.8	.	-2.4	-37.2	.	-6.1	-0.1	6.7	-21.8
CC(=O)NC(c1ccccc1)c1cccnc1 (stereo not drawn)	-1.9	1.1	4.3	12.2	-7.8	4.0	-6.7	0.5	-12.9
COc1ccc(OC)c2c(N3CC(C)OC(C)C3)cc(C(F)(F)F)nc12 (stereo not drawn)	12.1	.	-5.4	10.0	.	4.4	3.9	.	-10.0
COCCn1c(=S)[nH]c2cc(OC)c(OC)cc2c1=O	2.2	0.7	-6.7	3.2	29.3	-2.1	7.2	-0.2	-13.9
O=C(NC1CC1)c1sccc1-n1cccc1	8.5	0.5	-1.7	-34.4	46.8	4.6	1.0	-2.8	-2.6
CCOc1ccc(NC(=O)C2CC(=O)N(C(C)C)C2)cc1 (stereo not drawn)	6.6	1	1.1	11.3	-3.9	5.9	2.8	9.9	-5.3
Cc1ccc(S(=O)(=O)Nc2ccc3c(c2)nc2n3CCN(Cc3ccccc3)C2)cc1	14.8	0	-7.4	-15.4	95.5*	2.6	4.8	2.1	-7.5
O=C(NCCN1CCOCC1)c1ccc2c(c1)ncn2C1CCCCC1	4.1	0.9	-1.9	-1.7	7.5	-3.5	1.3	7.0	3.8
COc1cccc(NC(=S)N(CCc2nc3cc(C)c(C)cc3[nH]2)Cc2cccnc2)c1	1.1	0.5	-0.3	-9.6	46.7	-5.7	4.2	.	-2.8
COc1cc(C2c3c(oc4ccccc4c3=O)C(=O)N2Cc2ccco2)ccc1O (stereo not drawn)	-3.1	0.6	13.1	4.7	42.0	-5.4	-9.8	6.1	-3.8
COc1ccc(-c2noc(-c3ccc(Cl)cc3)n2)cc1	3.3	1.1	-2.5	1.0	-6.8	7.0	-0.4	8.1	8.5
Cc1ccc(C(=O)Nc2ccc(Cl)cn2)cc1S(=O)(=O)N1CCOCC1	4.4	0.9	-2.7	-7.8	5.9	-6.8	6.5	1.9	-3.9
O=C(NNC(=O)c1ccccc1Br)c1ccc(Cl)c(Cl)c1	1.9	2.2*	-2.6	-15.5	-122.9	4.0	5.4	.	-4.9
CCOc1cc(N2CCOCC2)c(OCC)cc1NC(=O)Cc1cccc2ccccc12	-4.2	0.6	2.0	-7.0	41.5	-3.2	1.0	.	-4.5
COc1ccc(NC(=O)CCN2CCCCCC2)c(OC)c1	-0.4	0.9	4.6	-2.4	8.2	-6.2	-6.1	3.2	-9.3
O=C(Nc1ccccc1)N(Cc1cccs1)C1CCCC1	3.4	0.1	1.1	27.8	85.2*	8.3	2.7	7.7	-9.6
CCc1ccc(N=C2N=C(N)c3ccccc32)cc1	11.9	0.6	-2.8	-18.1	40.6	10.3	4.4	8.0	3.1
CCOc1cc(NC(=S)NCC2CCCO2)c(OCC)cc1NC(=O)c1cccc(C)c1 (stereo not drawn)	-2.2	0.9	1.1	-15.0	14.9	-3.3	1.3	.	-3.7
CC1=CCC2C(=O)N(c3ccc(Br)cc3C)C(=O)C2C1 (stereo not drawn)	0.1	0.4	-3.3	-8.0	60.4*	-0.4	1.6	-5.0	6.0
CCn1c(SCC(=O)Nc2ccc(N(C)C)cc2)nnc1-c1cccc(C)c1	1.0	0.1	0.1	-14.4	86.2*	-0.7	-0.7	.	-6.7
CC(C(=O)Nc1ccc2c(c1)OCO2)N(c1ccc(Cl)cc1)S(C)(=O)=O (stereo not drawn)	-1.6	0.1	10.6	2.8	93.4*	3.4	-10.7	9.8	-6.6
COc1ccc(N2CCC(CNS(=O)(=O)c3cccc(C(F)(F)F)c3)C2)cc1 (stereo not drawn)	-3.5	0.7	22.6	-11.1	34.6	-0.1	-20.9	3.0	-10.5
Cc1ccccc1C(=O)N(C)Cc1ccccc1	2.1	1	8.0	0.1	1.3	4.5	-11.1	5.5	-2.5
Cc1ccc(S(=O)(=O)NCC(c2ccccc2)N2CCN(CCC#N)CC2)cc1 (stereo not drawn)	9.0	1	4.7	-18.6	2.4	-4.6	-6.2	8.5	-17.1
Cc1occc1C(=O)NC1CCCCCC1	7.6	0.6	-2.0	22.9	42.5	3.9	0.9	5.1	2.5
CC(=O)N1CCN(C(=O)c2cccc(S(=O)(=O)Nc3ccc(C)cc3)c2)CC1	2.5	1	2.2	4.0	0.3	4.1	-4.2	1.5	-11.1
CCCCOC(=O)Cn1c(=O)c2c(nc3n2CCCCN3c2ccc(C)cc2)n(C)c1=O	8.7	0.8	-4.3	-7.9	21.8	1.3	2.0	-6.6	-4.0
COc1ccc(-c2nnc(SCCOc3cccc(C)c3)n2N)cc1	5.7	0.9	3.6	-24.3	12.3	1.4	-4.2	0.7	-2.2
CCOC(=O)N1CCN(c2c(NCCCN(C)c3ccccc3)c(=O)c2=O)CC1	1.3	0.9	6.9	-4.9	9.2	2.9	-8.5	2.1	-13.7
Cc1nn2c3c(cnc2c1-c1ccccc1)C(=O)CC(C)C3 (stereo not drawn)	7.3	.	-9.0	6.8	.	3.7	8.3	1.6	-8.1
CCOC(=O)c1ccc(Nc2ccc(-c3ccc(OC)c(OC)c3)nn2)cc1	-3.5	0.8	4.4	-1.9	16.3	-3.1	-7.3	-5.8	-8.7
S=C1NC(c2ccccc2)=NCN1c1ccc(Cl)cc1	-3.2	0.6	7.1	-22.2	41.7	-9.8	-6.7	4.1	-7.2
O=C(/C=C/c1ccccc1)NNC(=O)c1cccnc1	6.1	0.9	2.3	-18.1	12.8	-8.1	2.8	.	0.7
Cc1ccc(SCC(=O)Nc2ncc(C)s2)cc1	-0.6	0.6	-0.5	13.3	35.5	6.7	-2.3	-4.7	-4.0
Cc1cc(OCC(=O)O/N=C(\N)c2ccccc2)cc(C)c1Cl	23.2	0.9	9.2	14.2	14.7	2.9	-3.4	.	-7.0
O=C(C(c1ccccc1)c1ccccc1)N1CCN(Cc2ccncc2)CC1	3.1	0.1	1.4	-6.2	87.7*	0.5	-1.3	2.6	-2.2
Cc1ccc(NC2=C/C(=N\S(=O)(=O)c3cccs3)c3ccccc3C2=O)c(C)c1	4.0	.	-3.2	61.9*	.	5.1	2.8	2.4	4.5
COc1ccccc1C(=O)C1Nc2ccccc2-c2nnc(SC)nc2O1 (stereo not drawn)	8.7	.	-5.3	3.2	.	1.0	8.0	.	-13.7
CCN(CC)CCNC(=O)CCn1c(=S)[nH]c2cc3c(cc2c1=O)OCO3	5.1	1	-14.2	-18.7	0.1	2.6	11.8	3.1	-17.1
O=C(CCCN1C(=O)c2ccccc2C1=O)Nc1c2c(nc3c1CCC3)CCC2	-2.4	0.4	-4.4	-38.7	63.0*	3.1	2.9	7.4	-2.7
CCOC(=O)C(C(=O)OCC)C(C#N)c1ccccc1 (stereo not drawn)	1.2	.	7.3	-38.0	.	-0.8	-10.7	.	-7.5
COc1ccccc1Nc1nc(N)nc(CSCCO)n1	9.2	1	-13.0	-2.7	-1.4	3.4	11.4	2.4	-6.5
COc1ccc(N2C(=O)c3ccccc3NC23C(=O)N(C)c2ccccc23)cc1 (stereo not drawn)	1.3	0.7	15.3	9.8	30.6	2.4	-17.1	.	-3.4
CCN(CC)S(=O)(=O)c1ccc(NC2c3ccccc3C(=O)N2Cc2ccco2)cc1 (stereo not drawn)	8.6	0.1	2.9	-16.8	92.2*	0.5	-3.5	7.2	-9.1
